# Glioma ERSR ind – qHTS for Inducers of the Endoplasmic Reticulum Stress Response (ERSR) in Human Glioma: qHTS; U87-MG GRP78 promoter luciferase reporter, 16 h; Potency, µM, for inactives: at the top dose activation, actives largely listed as activators; actives 0.02% (n = 420,000); also: potency is read from the fitted curve at half-maximal effect; series mostly up to about 76 µM; % of control where 0% means no effect; nearly all actives have a fitted effect of over 35% in size
#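 Stably transfected U87-MG glioma cells carrying a GRP78-based luciferase sensor; 16 h compound incubation. Luminescence end-point read 10 min after Bright-Glo addition at room temperature.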
# APE1 inh – qHTS Assay for Inhibitors of the Human Apurinic/apyrimidinic Endonuclease 1 (APE1); DNA repair nuclease/redox regulator APEX1 (Homo sapiens), P27695; recombinant APE1, TAMRA/BHQ-2 abasic DNA cleavage fluorescence; Potency, µM (top dose mostly 65.8 µM), for the others: top-dose activity change, negative = inhibition, actives largely listed as inhibitors; actives 0.35% (n = 350,000);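 also: potency is read from the fitted curve at half-maximal effect; plate controls were vehicle for no effect and reference inhibitor for full effect; nearly all actives have a fitted effect of over 55% in size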
#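 0.75 nM APE1 + cpd, 15 min RT; start w/ 50 nM TAMRA/BHQ-2 THF-abasic dsDNA; kinetic fluor 525/598 nm ×3 reads @60 s; Δ(read3−read1); normalized to DMSO and NSC13755 control wells.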
# Pol iota inh – qHTS for Inhibitors of Polymerase Iota. Potency, µM (top dose mostly 115 µM), without a hit: at the highest dose activity, negative = inhibition, most hits filed as inhibitors. actives 1% (n = 390,000). DNA polymerase iota (Homo sapiens), Q9UNA4. Pol iota fluorescent replication assay, 10 min. AID 588590, 2011; also: potency is read from the fitted curve at half-maximal effect
#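 Fluorescent replication assay read twice, at 0 min and 10 min after adding 50 nM (final) substrate. Enzyme (10 nM) and compounds were first incubated 15 min at room temperature; enzyme-free buffer wells were negative controls.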
# BLM inh – qHTS Assay for Inhibitors of Bloom's syndrome helicase (BLM). AID 2528, 2010. RecQ-like DNA helicase BLM (Homo sapiens), P54132. actives 0.2% (n = 350,000). recombinant BLM DNA unwinding, fluorescence dequenching. Potency, µM (top dose mostly 56.1 µM), without a hit: at the highest dose activity change, negative = inhibition, actives largely listed as inhibitors;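 also: potency is read from the fitted curve at half-maximal effect; plate controls were vehicle for no effect and no enzyme for full effect; nearly all actives have a fitted effect of over 35% in size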
# Target sequence (P54132 whole entry, looked up): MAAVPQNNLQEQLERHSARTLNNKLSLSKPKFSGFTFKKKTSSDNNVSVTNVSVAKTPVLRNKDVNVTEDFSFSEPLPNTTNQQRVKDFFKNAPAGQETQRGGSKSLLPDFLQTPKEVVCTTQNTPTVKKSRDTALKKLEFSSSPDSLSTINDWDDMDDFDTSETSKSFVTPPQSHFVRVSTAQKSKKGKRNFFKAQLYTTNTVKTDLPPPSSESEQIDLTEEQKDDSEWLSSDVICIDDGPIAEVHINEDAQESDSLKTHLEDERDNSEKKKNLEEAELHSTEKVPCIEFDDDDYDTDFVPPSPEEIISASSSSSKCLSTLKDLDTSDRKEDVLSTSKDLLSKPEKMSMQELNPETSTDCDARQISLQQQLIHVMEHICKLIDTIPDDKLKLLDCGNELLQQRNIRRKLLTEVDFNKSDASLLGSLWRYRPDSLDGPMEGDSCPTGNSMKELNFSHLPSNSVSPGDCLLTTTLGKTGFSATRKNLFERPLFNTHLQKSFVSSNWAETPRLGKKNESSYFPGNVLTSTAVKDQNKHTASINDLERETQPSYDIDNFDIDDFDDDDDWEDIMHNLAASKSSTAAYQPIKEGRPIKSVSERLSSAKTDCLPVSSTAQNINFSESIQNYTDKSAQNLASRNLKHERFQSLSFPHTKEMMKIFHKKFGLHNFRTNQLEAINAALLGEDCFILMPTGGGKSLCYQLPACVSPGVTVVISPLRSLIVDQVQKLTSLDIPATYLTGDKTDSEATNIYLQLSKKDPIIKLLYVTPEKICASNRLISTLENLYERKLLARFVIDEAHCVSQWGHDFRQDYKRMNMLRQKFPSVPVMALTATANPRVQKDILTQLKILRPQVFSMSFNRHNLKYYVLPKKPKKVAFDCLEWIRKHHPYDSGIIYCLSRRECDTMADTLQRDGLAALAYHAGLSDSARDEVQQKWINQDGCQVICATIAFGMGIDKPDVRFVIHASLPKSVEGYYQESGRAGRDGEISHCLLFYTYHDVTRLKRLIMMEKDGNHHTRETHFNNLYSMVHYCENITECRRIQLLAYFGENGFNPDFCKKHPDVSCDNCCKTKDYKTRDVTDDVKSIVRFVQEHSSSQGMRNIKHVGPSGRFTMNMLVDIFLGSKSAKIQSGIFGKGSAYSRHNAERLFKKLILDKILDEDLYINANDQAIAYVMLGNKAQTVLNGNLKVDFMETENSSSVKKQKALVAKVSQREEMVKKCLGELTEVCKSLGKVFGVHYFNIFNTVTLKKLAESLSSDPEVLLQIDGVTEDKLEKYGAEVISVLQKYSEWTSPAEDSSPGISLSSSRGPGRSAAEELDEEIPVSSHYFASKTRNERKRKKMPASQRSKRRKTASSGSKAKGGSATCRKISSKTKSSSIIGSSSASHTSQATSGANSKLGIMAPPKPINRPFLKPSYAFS
# POLH inh – qHTS for Inhibitors of Polymerase Eta; DNA polymerase eta (Homo sapiens), Q9Y253; recombinant Pol eta, fluorescent DNA replication assay; Potency, µM (series often up to 114 µM), for inactives: at the highest dose activity change, negative = inhibition, hits mostly inhibitors; actives 1.2% (n = 390,000); also: potency is read from the fitted curve at half-maximal effect; % is scaled to controls: 0 for no effect and ±100 for the full control effect
#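 Fluorescent replication assay: 50 nM final substrate added after a 15 min room-temperature compound preincubation with 10 nM enzyme. Signal taken at 0 min and again at 10 min.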
# Pol kappa inh – qHTS for Inhibitors of Polymerase Kappa. DNA polymerase kappa (Homo sapiens), Q9UBT6. purified Pol kappa, fluorescent DNA synthesis assay, 10 min. actives 0.53% (n = 400,000). Potency, µM (titrated, usually from 107 µM), for inactives: top-dose activity, negative = inhibition, most hits filed as inhibitors; also: potency is read from the fitted curve at half-maximal effect; % is scaled to controls: 0 for no effect and ±100 for the full control effect
#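 Here, compound and 10 nM enzyme are combined for 15 min at room temperature; adding 50 nM substrate (final) starts DNA synthesis, tracked by fluorescence at 0 and 10 min against buffer-only wells.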
# Anesthetic bind – qHTS Assay for Identification of Novel General Anesthetics; Ferritin light chain (Equus caballus), P02791; apoferritin/1-aminoanthracene competitive binding, fluorescence; Potency, µM (doses to about 77.5 µM), for inactives: at the highest dose activity change, negative = displacement, usual class: inhibitors; actives 0.074% (n = 350,000); also: potency is read from the fitted curve at half-maximal effect; % is scaled to controls: 0 for no effect and ±100 for the full control effect; nearly all actives have a fitted effect of over 20% in size
#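 Concentration-response curves derived by four-parameter Hill fitting of normalized fluorescence, where compounds displaced 1-AMA from 10 uM horse apoferritin following a brief 10 min room-temperature incubation; propofol titration acted as positive control.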
# LDHA block – qHTS assay for inhibitors of human lactate dehydrogenase; purified LDHA, NADH/diaphorase-resazurin fluorescence; stronger effect = lower value; actives 0.15% (n = 480,000); activity change, % (values are at about 110 or 230 µM); AID 1347041, 2019; L-lactate dehydrogenase A chain (Homo sapiens), P00338; in the data active = activity change below about -30%; inconclusive = mostly about -25% to -30%;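 also: plate controls were DMSO wells for no effect and wells without enzyme for full effect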
#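 Resorufin fluorescence (ex540/em590), read at 0 and 20 min after diaphorase/resazurin addition, reports the NADH left after a 5 min room-temperature reaction of 2 nM human LDH5 with 0.06 mM NADH and 0.2 mM pyruvate.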
# POLB inh – qHTS Assay for Inhibitors of DNA Polymerase Beta; P06746; Pol beta primer extension/strand displacement, fluorescence kinetic; Potency, µM (highest dose often 114 µM), without a hit: at the highest dose activity change, negative = inhibition, usual class: inhibitors; actives 1.3% (n = 340,000); AID 485314, 2010; also: potency is read from the fitted curve at half-maximal effect; % is scaled to controls: 0 for no effect and ±100 for the full control effect
#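 Values derive from four-parameter Hill fits of normalized kinetic data: reads at 0 and 10 min following addition of 50 nM substrate to 10 nM Pol beta preincubated 15 min with compound.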
# Numbers without * were called inactive; ? = inconclusive; nt = not tested or not shown; [ ] = remark or other dose. Unless noted, calls follow the shape of the dose curve; as a rule, active = well fitted curve in the direction sought with a large enough effect; inconclusive = small, poorly fitted or top-dose-only effect, or another doubt; inactive = no such curve, though single readings can be large; an effect the other way counts as inactive or inconclusive. Not all compounds are listed; the hit share may differ from the screen's.
SMILES,Glioma ERSR ind,APE1 inh,Pol iota inh,BLM inh,POLH inh,Pol kappa inh,Anesthetic bind,LDHA block,POLB inh
O=C(NCc1ccc2c(c1)OCO2)C1CCN(Cc2cnn(-c3ccccc3)c2-n2cccc2)CC1,-5%,3%,-6%,-7%,-18%,3%,-21%,1,18%
O=c1c2[nH]c3ccc(F)cc3c2nc2n1CCCS2,-1%,10%,24%,4%,-6%,-20%,58%[activator],-5,40%
Cc1ccc(-c2nnc(N(C)C(=O)c3cccnc3)s2)cc1,-2%,6%,14%,0%,9%,-7%,-12%,5,35%
COc1ccc(-c2nc3ccccc3n3c(-c4cccc(C)c4)c4c(=O)n(C)c(=O)n(C)c4c23)cc1OC,1%,nt,-18%,-10%,-9%,-6%,53%[activator],-5,4%
O=C(CSc1nnnn1C1CCCC1)N1CCN(C(=O)c2ccco2)CC1,-2%,-1%,12%,-2%,2%,4%,-7%,-13,1%
O=C(O)/C=C/c1cn(-c2ccccc2)nc1-c1ccccc1,4%,13%,7%,-3%,-13%,5%,-6%,-3,-1%
CC(=O)c1ccc(N2C(=O)N(CC(=O)c3ccc(C)cc3)c3ccccc3S2(=O)=O)cc1,-4%,nt,-3%,-6%,-11%,-7%[60.1 µM],4%,-3,11%
COc1ccc(Cl)cc1C(=O)Nc1c2c(nn1-c1ccc(Cl)cc1)CS(=O)(=O)C2,-4%,nt,-16%,-5%,-3%,-1%[60.1 µM],6%,3,4%
COc1ccc(/C=C2\Oc3cc(OC(=O)N4CCOCC4)ccc3C2=O)cc1,-2%,-1%,22%,-10%,-17%,4%,-5%,-1,-1%
CCOC(=O)c1cc(-c2ccccc2)n(CCC(=O)NC2CCCCC2)c1C,-4%,nt,?,1%,-9%,-14%[60.1 µM],-13%,-12,1%
COCCSc1nnc(NC(=O)c2ccco2)s1,-4%,3%,92%[activator],-5%,-4%,2%,-3%,-6,20%
COc1cccc2c1OC(=O)CC2c1ccc(C)cc1 (stereo not given),-3%,-1%[120 µM],nt,-4%[120 µM],nt,3%,?,nt,nt
C=CCn1c(=O)/c(=C/c2cc(OC)c(OC)c(OC)c2)s/c1=C(/C#N)c1nc2ccccc2n1C,-5%,?,?,-7%,7%,-9%,-7%,-2,59%
C/C(=N\NC(=O)c1cc(-c2cccc([N+](=O)[O-])c2)n[nH]1)c1ccccc1O,-6%,-2%,-11%,?,8.9µM*,-32%,-13%,-10,11µM*
CC(=O)Nc1c(O)nc(C)[nH]c1=O,-2%,-1%,33%[activator],-2%,0%,-15%,3%,-3,5%

# Overlap with the part before: four compounds, then new ones.
SMILES,Glioma ERSR ind,APE1 inh,Pol iota inh,BLM inh,POLH inh,Pol kappa inh,Anesthetic bind,LDHA block,POLB inh
COc1cccc2c1OC(=O)CC2c1ccc(C)cc1 (stereo not given),-3%,-1%[120 µM],nt,-4%[120 µM],nt,3%,?,nt,nt
C=CCn1c(=O)/c(=C/c2cc(OC)c(OC)c(OC)c2)s/c1=C(/C#N)c1nc2ccccc2n1C,-5%,?,?,-7%,7%,-9%,-7%,-2,59%
C/C(=N\NC(=O)c1cc(-c2cccc([N+](=O)[O-])c2)n[nH]1)c1ccccc1O,-6%,-2%,-11%,?,8.9µM*,-32%,-13%,-10,11µM*
CC(=O)Nc1c(O)nc(C)[nH]c1=O,-2%,-1%,33%[activator],-2%,0%,-15%,3%,-3,5%
CC(C)OCCCNC(=O)Cc1ccc(F)cc1,-1%,10%,-5%,-3%,-7%,1%,-2%,-8,22%
Cc1ccccc1CCNC(=O)c1ccc2c(c1)nc1n2CCC(C)C1 (stereo not given),-2%,nt,-4%,0%,14%,-2%[60.1 µM],119%[activator],-2,19%
CCC(C)c1ccccc1N1CC(C(=O)Nc2cc(S(=O)(=O)N3CCOCC3)ccc2OC)CC1=O (stereo not given),-2%,nt,8%,nt,-20%,-4%,nt,1,nt
O=C(/C=C/c1cccc(Cl)c1)c1ccc([N+](=O)[O-])o1,-12%,-4%,?,nt,?,-3%,nt,9,nt
CN1CCN(C(=O)C23CC4CC(C)(CC(C)(C4)C2)C3)CC1,-3%,1%,1%,1%,-23%,6%,-8%,-1,-1%
COc1cc(/C=N\NC(=O)c2ccc(C)nc2)ccc1OC(=O)c1ccc2c(c1)OCO2,2%,3%,-12%,0%,?,3%,-3%,-1,20µM*
O=S(=O)(c1ccc(Cl)cc1)N1CCNCC1,1%,-3%,9%,4%,-5%,-5%,-5%,-11,3%
O=C(CC(c1ccccc1)c1ccccc1)Nc1ccncc1,-4%,-3%,35%[activator],-6%,-13%,-10%,-9%,-6,0%
COc1ccc(-n2c(SCC#N)nnc2-c2ccc(NS(=O)(=O)c3ccc(C)cc3)cc2)cc1,0%,-3%,3%,-5%,-6%,-20%,-6%,-5,20%
CCCCCCC(=O)Nc1nc(C)c(-c2csc(Nc3cc(OC)ccc3OC)n2)s1,-6%,?,?,-10%,-16%,7%,?,5,12%
COc1ccccc1C(=O)COC(=O)C(CCSC)NC(=O)COc1ccccc1 (stereo not given),-1%,-8%,5%,nt,-20%,-5%,nt,-4,nt
Cc1nn(C)c2c1c(C(F)(F)F)cc(=O)n2C(C)C(=O)Nc1ccccc1F (stereo not given),-2%,nt,-3%,-9%,-13%,6%,-10%,-9,15%
CC(C)(C)C(=O)NC(=S)NNC(=O)c1ccc(-c2ccccc2)cc1,?,1%,40%[activator],-11%,-4%,2%,-16%,-2,8%
CC(=O)Nc1ccc(S(=O)(=O)NNC(=O)c2cccc([N+](=O)[O-])c2)cc1,-1%,-5%,-24%,-2%,4%,-1%,-2%,4,?
COC(=O)c1ccsc1NC(=O)CSc1nnnn1-c1ccccc1SC,-3%,-20%,5%,-4%,-4%,-11%,-15%,1,0%

# Part of the list above, field by field:
COC(=O)c1ccsc1NC(=O)CSc1nnnn1-c1ccccc1SC
  Glioma ERSR ind: -3% | APE1 inh: -20% | Pol iota inh: 5% | BLM inh: -4% | POLH inh: -4% | Pol kappa inh: -11% | Anesthetic bind: -15% | LDHA block: 1 | POLB inh: 0%
O=C(/C=C/c1cccc(Cl)c1)c1ccc([N+](=O)[O-])o1
  Glioma ERSR ind: -12% | APE1 inh: -4% | Pol iota inh: ? | BLM inh: nt | POLH inh: ? | Pol kappa inh: -3% | Anesthetic bind: nt | LDHA block: 9 | POLB inh: nt

# Continued.
SMILES,Glioma ERSR ind,APE1 inh,Pol iota inh,BLM inh,POLH inh,Pol kappa inh,Anesthetic bind,LDHA block,POLB inh
Cc1cccc(NC(=O)c2ccco2)c1C(=O)O,-1%,-5%,1%,-3%,-12%,3%,2%,-11,-19%
COc1ccc(-c2nnc3n(CCc4ccccc4)c(=O)c4ccccc4n23)cc1OC,3%,-7%,12%,2%,-13%,0%,-13%,0,-3%[57.1 µM]
Cc1ccc(/C=C2\S/C(=N/S(=O)(=O)c3cccs3)NC2=O)cc1,6%,0%,40µM*,-10%,25µM*,-34%,-3%,-15,2%
CC(C)CCNC(=O)CN(C(=O)Cn1nnc(-c2ccccc2F)n1)c1cccc2c1CCCC2,0%,0%,17%,-7%,6%,-6%,62%[activator],0,20%
NC(=O)c1sc2nc(-c3cccnc3)ccc2c1N,6%,-2%,88%[activator],0%,-3%,-19%,29%,4,-16%
Cc1ccc(NC(=O)CN2C(=O)CSC2=O)cc1,-4%,-1%,5%,-4%,3%,-4%,4%,2,16%
Cc1ccccc1-c1nc(NCc2cccnc2)c2ccccc2n1,-4%,-8%,nt,5%,nt,-3%[60.1 µM],-7%,nt,nt
COc1ccccc1C(=O)Nc1cc2c(cc1N1CCCCC1)n(C)c(=O)n2C,-2%,nt,-14%,-3%,-5%,3%,5%,-13,12%
O=C1c2ccccc2S(=O)(=O)N1CC1CC(c2ccccc2)=NO1 (stereo not given),4%,-3%,-2%,-1%,-14%,-6%,?,-12,43%
COCCNC(=O)C(c1ccc(F)cc1)N(Cc1ccccc1)C(=O)CCC(=O)Nc1nccs1 (stereo not given),-4%,29%,51%[activator],-3%,-25%,3%,-11%,1,23%
COc1ccc2oc(=O)c(C(=O)N3CCN(c4ccccc4)CC3)cc2c1,2%,4%,12%,-4%,2%,-9%[60.1 µM],-5%,-15,0%
COCCCNC(=S)N1CCN(c2ccccc2)CC1,3%,2%,59%[activator],-3%,-2%,7%,-3%,-9,21%
CCOC(=O)[C@H]1[C@H]2COc3ccc(Br)cc3[C@@H]2N2C(=O)CN(Cc3ccc(F)cc3)C(=O)[C@@]12C,-1%,21%,12%,nt,-12%,6%,nt,3,nt
COCC1CCCCN1Cc1cn[nH]c1-c1ccc2cc(OC)ccc2c1 (stereo not given),-1%,-9%,12%,4%,-18%,-13%,-7%,-2,0%
Cc1nc(-c2ccccc2)sc1CCNC(=O)C(=O)Nc1ccc(F)c(Cl)c1,-2%,nt,10%,0%,-3%,-7%[60.1 µM],4%,-7,5%
Cc1ccc(C)c(NC(=O)CCn2nc(C)c3c(C)n(-c4ccccc4)nc3c2=O)c1,-2%,nt,-23%,-7%,-8%,-5%,-2%,-6,24%

# From PubChem
